# GlmU inhibition – inhibition of mycobacterial GlmU enzyme – biochemical, glucosamine-1-phosphate acetyltransferase (AID 1376). one-dose inhibition, %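 (tested at 30 µM in the primary screen)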; IC50 in µM for titrated hits. M. tuberculosis GlmU acetyltransferase enzyme assay; higher % means a stronger effect. actives 0.25% (n = 220,000); in the data active means inhibition above about 13%; inconclusive means no clear call, values can overlap the other calls;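 further: 0% = complete reaction with vehicle and 100% = reaction without substrate; strong numbers were not always called active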
# Mtb RmlCD inh – inhibitors of Mycobacterium tuberculosis RmlC and RmlD coupled enzymes; RmlC+RmlD coupled enzyme assay, percent inhibition; primary screen in compound mixtures; AID 1533; P9WH09+P9WH11; actives 0.03% (n = 160,000); inhibition, % at 3.6 µM; in the data active means inhibition mostly above about 34%, no sharp cut-off; inconclusive means no clear call, values can overlap the other calls; inactive means mostly below about 22%; further: some results filed as inactive read as strong as hits
# Target sequence (P9WH09 whole entry, looked up): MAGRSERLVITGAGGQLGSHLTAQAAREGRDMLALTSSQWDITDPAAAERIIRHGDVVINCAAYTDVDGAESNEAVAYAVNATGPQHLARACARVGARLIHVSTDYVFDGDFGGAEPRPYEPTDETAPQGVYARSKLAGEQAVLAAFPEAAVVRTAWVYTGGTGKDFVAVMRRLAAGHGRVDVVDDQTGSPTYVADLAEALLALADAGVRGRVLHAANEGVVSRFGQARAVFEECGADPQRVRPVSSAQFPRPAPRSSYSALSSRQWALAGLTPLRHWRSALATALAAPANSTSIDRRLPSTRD
# Target sequence (P9WH11 whole entry, looked up): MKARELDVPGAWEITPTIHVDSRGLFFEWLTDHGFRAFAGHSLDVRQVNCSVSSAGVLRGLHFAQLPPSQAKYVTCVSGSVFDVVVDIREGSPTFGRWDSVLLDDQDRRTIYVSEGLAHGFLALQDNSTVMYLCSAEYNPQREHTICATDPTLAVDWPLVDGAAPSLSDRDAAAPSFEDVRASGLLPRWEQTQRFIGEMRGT
# Active calls of the source: *; ? = inconclusive; . = not tested or not shown; & = joins results of further samples.
compound | GlmU inhibition | Mtb RmlCD inh
C=CCC1(Nc2ccccc2)CC(C)N(C)CC1C (stereo not given) | -4.3% | .
CCC(=O)Nc1cccc(C2=NOC3(C2)C[C@@H](C(N)=O)N(C(=O)CC(c2ccccc2)c2ccccc2)C3)c1 (stereo not given in full) | 2.2% | 11.6
COC1CCCCC1Nc1cc(C)ccc1C (stereo not given) | -0.9% | 6.5
COc1ccc(N(CC(=O)NCC2CCCO2)S(=O)(=O)c2c(C)noc2C)cc1 (stereo not given) | 0.4% | -5.6
Cc1cccc(Cn2c(C)nc3c(N)c(C)c(C)cc32)c1 | -3.8% | -3.6
CC(=O)N/C(=C\c1ccc2c(c1)OCO2)C(=O)NC(C(=O)O)c1ccccc1 (stereo not given) | -1.7% | -7.5
CC(NC(=O)/C=C/c1ccco1)c1nc2ccccc2n1Cc1ccccc1F (stereo not given) | -3.4% | 1.0
CCNC(=O)c1ccc(NS(=O)(=O)c2ccccc2)cc1 | 5.0% | -3.7
O=C(Nc1nc2ccc(S(=O)(=O)N3CCOCC3)cc2s1)c1cccs1 | 1.9% | -10.8
O=C(NC1CCCCCCC1)C1CCN(S(=O)(=O)N2CCC3(CC2)OCCO3)CC1 | 4.7% | -7.6
Cc1cc(C)c(OCCN2C(=O)NC(C)(C)C2=O)c(Cl)c1 | 14.1%* | .
CCCCOc1ccc(C(=O)Nc2ccc3c(c2)OCO3)cc1 | -0.9% | 6.7
O=C(Cn1cccc1C(=O)c1ccccc1)NCc1ccc2c(c1)OCO2 | 1.6% | 12.1
CCOC(=O)c1cccnc1NC(=O)c1ccccc1 | -4.5% | .
O=C(c1cccs1)N(Cc1ccco1)C1CCS(=O)(=O)C1 (stereo not given) | -1.0% | .
CCc1ccc2[nH]c(=O)c(CN(CCN3CCCC3)C(=O)NC3CCCCC3)cc2c1 | -2.2% | 3.9
N#Cc1cc2ccccc2nc1N | -2.0% | 5.5
COc1cc(-c2nnc(-c3ccccc3)o2)cc(OC)c1OC | -1.0% | 2.6
O=C(Nc1ccccc1N1CCN(C(=O)c2ccccc2)CC1)c1ccc2c(c1)OCO2 | 1.9% | -10.2
O=C(CN1CCC(NC(=O)Nc2ccccc2-c2ccccc2)CC1)NCc1ccco1 | 0.3% | 10.4
COc1ccc(NC(=S)N/N=C2\CC(C)(C)Oc3ccc(OC)cc32)cc1 | 2.5% | -7.3
CCOC(=O)c1[nH]c(C)c(C(=O)NC2CCN(C(=O)OCC)CC2)c1C | 1.8% | 37.5
COc1cccc2cc(C(=O)N3CCc4ccccc4C3)c(=O)oc12 | 1.0% | -1.9
O=C(Cc1ccc(Br)c2ccccc12)N/N=C/c1ccccn1 | -6.2% | -11.0
COc1cc(S(=O)(=O)NCCc2ccc3c(c2)OCO3)ccc1-n1cnnn1 | 3.5% | 24.0
CC(C)c1ccccc1NC(=S)NCc1nc2ccccc2[nH]1 | -4.6% | -1.3
COc1ccc(OC)c(-n2c(SCC(=O)NCc3ccco3)nnc2-c2c[nH]c3ccccc23)c1 | 0.9% | 12.0
O=[N+]([O-])c1ccccc1CNC(Cc1ccccc1)c1ccccc1 (stereo not given) | -0.9% | 3.3
COCCOc1ccc(C(F)(F)F)cc1N | 1.2% | 7.6
COc1ccc2c(c1)c(C(=O)O)c(C)n2CC(C)C | 2.1% | 10.6
COc1cccc(C2(O)CCN(CC(=O)NCC3CC3)CC2)c1 | 3.8% | -3.2
CC(Sc1ncnc2ccccc12)C(=O)Nc1ccc2c(c1)OCCO2 (stereo not given) | 1.0% | 1.0
O=C(Nc1ccc(N2CCOCC2)c(F)c1)c1ccncc1 | 1.3% | .
COc1cccc2c(=O)n(CC(=O)NCCc3ccccc3)ccc12 | 5.3% | -2.3
Cc1nn(C)c(Cl)c1CN1CCCC(CO)(Cc2ccccc2)C1 (stereo not given) | 0.3% | -3.6
COc1cc2nc(Cl)nc(NCCO)c2cc1OC | -2.9% | 6.0
O=C(COC(=O)c1n[nH]c2ccccc12)c1cc(F)ccc1F | 7.7% | -8.3
COc1ccc(-c2onc(C)c2-c2ccccc2)c(O)c1 | -0.7% | 3.0
COc1nc2ccccc2c(=O)n1-c1ccc(C)cc1 | 0.5% | -8.6
N#CC(c1nc2ccccc2nc1N1CCCC1)S(=O)(=O)c1ccccc1 (stereo not given) | 0.7% | .
COc1cc(C(=O)NCCCn2ccnc2)cc(OC)c1OC | -6.2% | -3.3
CN1CCN(C(c2cccc(C(F)(F)F)c2)c2nnnn2C(C)(C)C)CC1 (stereo not given) | -3.9% | .
Cc1cc(Oc2ccccc2)nc(N)n1 | -3.1% | .
COc1ccc(C(=O)/C=C/Nc2cc(C)on2)cc1 | 1.9% | -9.2
Cc1noc(C)c1-c1nc(CSc2ccc(Cl)cc2)no1 | 6.3% | .
Cn1c(Cn2c(=O)sc3ccccc32)nnc1SCC(=O)Nc1ccccc1F | 0.8% | -7.7
Cc1ccc(-n2cc(CN(C)Cc3nccn3C)c(-c3cccc(C)c3)n2)cc1 | 0.7% | 4.7
CCN1CCN(CCNC(=O)c2ccc3c(c2)N(Cc2ccc(F)cc2)C(=O)/C(=C/c2ccccc2)S3)CC1 | -16.8% | -6.6
Fc1ccc2[nH]c3c(N4CCc5ccccc5C4)ncnc3c2c1 | 2.2% | 12.2
Cc1ccccc1-n1nnnc1SCc1ncc(-c2ccccc2)o1 | -4.7% | .
COc1ccc(CCNC(=O)CSCC(=O)Nc2ccccc2)cc1OC | 5.4% | 25.8
CCCOc1ccc(Cn2c(=O)oc3ccc(C)cc32)cc1OC | 3.0% | .
O=C(Nc1ccccc1)N(CCCN1CCOCC1)Cc1cccs1 | -0.3% | 9.5
Cc1ccccc1NC(=S)NCc1ccco1 | 7.7% | -10.0
Cc1ccccc1-c1nnc(SCC#N)o1 | 5.2% | -7.3
CN1C(=O)c2cccc3c(Cl)ccc(c23)C1=O | -5.5% | .
CCN1C(C)=C(C)S/C1=C1\SC(=S)N(N)C1=O | 5.9% | 6.9
CC1=C(C)CS(=O)N(c2ccc(S(N)(=O)=O)cc2)C1 (stereo not given) | 2.8% | 7.7
CCCCn1c(O)c(C(CC)=NCc2cc(OC)cc(OC)c2)c(=O)[nH]c1=O | -4.8% | -6.5
COC(=O)CSc1nnc(-c2cccnc2)n1-c1cccc(OC)c1 | 0.4% | 4.1

# Reprinted from the part before: four compounds, followed by the next part.
# Results follow in this order: GlmU inhibition	Mtb RmlCD inh
> CCN1C(C)=C(C)S/C1=C1\SC(=S)N(N)C1=O
 : 5.9%	6.9
> CC1=C(C)CS(=O)N(c2ccc(S(N)(=O)=O)cc2)C1 (stereo not given)
 : 2.8%	7.7
> CCCCn1c(O)c(C(CC)=NCc2cc(OC)cc(OC)c2)c(=O)[nH]c1=O
 : -4.8%	-6.5
> COC(=O)CSc1nnc(-c2cccnc2)n1-c1cccc(OC)c1
 : 0.4%	4.1
> Cc1c(Cl)cccc1NC(=O)CSCc1cc(=O)[nH][nH]1
 : -1.4%	-15.4
> COC(=O)c1ccc(OCC2c3cc(OC)c(OC)cc3CCN2C(C)=O)cc1 (stereo not given)
 : 0.6%	1.7
> O=C1CCN(C(=S)NCCc2ccccc2)CC1
 : 9.1%	4.8
> Cc1ccc(-n2[nH]c(=O)c(-c3ccccn3)c2C)cc1
 : 1.4%	7.3
> COC(=O)c1cc2sccc2n1CC(=O)N1CCCc2ccccc21
 : 2.7%	-6.9
> O=C1CNC(=O)c2c(nc3n2CCC3)N1
 : -0.6%	25.3
> Cc1cc(C(=O)NNC(=O)Nc2cccc(C(F)(F)F)c2)no1
 : 1.4%	9.9
> COC(=O)CCCC1=CC2=CC(=O)C(C)(OC(=O)c3cnc4ccccc4n3)C(=O)C2=CO1 (stereo not given)
 : 1.1%	.
> COc1nccnc1NS(=O)(=O)c1ccc(NC(=S)NC(=O)c2ccccc2F)cc1
 : -3.2%	44.6
> Cc1csc(N(C(=O)CCNC(=O)c2ccc([N+](=O)[O-])cc2)c2ccccc2)n1
 : 1.1%	-9.8

# One compound at a time (already shown). Order of screens: GlmU inhibition | Mtb RmlCD inh
# Cc1csc(N(C(=O)CCNC(=O)c2ccc([N+](=O)[O-])cc2)c2ccccc2)n1 in the list: 1.1% | -9.8
# Cc1c(Cl)cccc1NC(=O)CSCc1cc(=O)[nH][nH]1 in the list: -1.4% | -15.4
# Cc1ccc(-n2[nH]c(=O)c(-c3ccccn3)c2C)cc1 in the list: 1.4% | 7.3
# Cc1cc(C(=O)NNC(=O)Nc2cccc(C(F)(F)F)c2)no1 in the list: 1.4% | 9.9
# COC(=O)c1cc2sccc2n1CC(=O)N1CCCc2ccccc21 in the list: 2.7% | -6.9

# (cont.)
# Results follow in this order: GlmU inhibition	Mtb RmlCD inh
> C=C1C(=O)O[C@H]2C[C@@H](C)[C@@H]3C=CC(=O)[C@@]3(C)C[C@H]12
 : 2.2%	5.4
> COc1cc(NC(=S)Nc2ccc(N(C)C(C)=O)cc2)cc(OC)c1
 : -6.0%	-8.6
> Cc1c(/C=C2\SC(=O)N(CC(=O)Nc3ccc4c(c3)OCO4)C2=O)c2ccccc2n1C
 : 0.7%	.
> O=C(O)c1ccc2c(c1)ncn2C1CCCCCC1
 : 0.9%	.
> Cn1c(CSc2nc3ccccc3s2)nnc1SCC(=O)NCCN1CCOCC1
 : 5.5%	.
> CC(c1ccccc1)C(CC(=O)O)C(=O)NC1CCCCC1 (stereo not given)
 : -1.3%	10.0
> Cc1ccc(NC(=S)Nc2ccc3cn[nH]c3c2)c(C)c1
 : 3.0%	-1.6
> CCC(CC)C(=O)NC12CC3CC(CC(C3)C1)C2
 : 3.0%	1.0
> COc1cc(CCC(=O)OCC(N)=O)cc(OC)c1OC
 : -6.0%	-7.2
> Cc1ccc2c(c1)CC1(CN2C)C(=O)OC2(CCCCC2)OC1=O
 : 3.6%	-5.4
> C=CCNC(=O)Nc1ccc(F)c(Cl)c1
 : -0.7%	-1.8
> O=C(CN1CCN(c2ccccc2)CC1)Nc1cccc(C(F)(F)F)c1
 : 1.4%	-2.5
> CS(=O)(=O)c1ccc2nc(NC(=O)Nc3cccc(Cl)c3)sc2c1
 : 2.9%	6.5
> COC(=O)C1C(=O)c2c([nH]c(C(=O)OCCOC(C)C)c2C)CC1C (stereo not given)
 : -6.2%	-2.6
> Cc1nc(NC(=O)CSc2ccc(-c3nc4ccccc4[nH]3)cn2)sc1C
 : 2.6%	.
> Oc1csc(Cc2nc(-c3ccc(Br)cc3)cs2)n1
 : 1.8%	6.8
> OC(CCNCCc1c[nH]c2ccccc12)C(F)(F)Cl (stereo not given)
 : -1.6%	8.0
> CCn1c(SCC(=O)c2cc(C)n(CC3CCCO3)c2C)nc2ccccc21 (stereo not given)
 : -6.5%	-16.2
> Cn1cnnc1SCC(=O)n1c2ccccc2c2ccccc21
 : 5.8%	.
> CC1(CCc2ccccc2)NC(=O)N(CC(=O)N2CC(=O)Nc3ccccc32)C1=O (stereo not given)
 : 6.0%	-1.1
> Cc1ccc(-n2[nH]c(C)c(C=Nc3ccc(C)cn3)c2=O)cc1
 : 2.3%	10.5
> Cc1ccccc1NS(=O)(=O)c1ccc(N2CCCC2=O)cc1
 : -8.5%	.
> CCOc1ccc(NC(=O)CC(NCc2ccccn2)C(=O)O)cc1 (stereo not given)
 : 2.8%	-14.8
> CC(C)(C)NC(=O)COC(=O)c1ccc(S(=O)(=O)N2CCCCCC2)cc1
 : -2.8%	.
> CN(C)C(=S)NC(=O)C(c1ccccc1)c1ccccc1
 : -8.6%	.
> CCCCc1cc2c(c(NC(=O)CC)n1)c(=O)oc1ccccc12
 : -4.3%	?
> COC(=O)C1=CN(CC2CCCO2)C=C(C(=O)OC)C1c1cc(OC)c(OC)c(OC)c1 (stereo not given)
 : -1.9%	-3.5
> Cc1cc(C(=O)CSc2nc3ccccc3[nH]2)c(C)n1CC1CCCO1 (stereo not given)
 : 0.1%	.
> O=C(O)c1ccc(Oc2cccc([N+](=O)[O-])c2)cc1C(=O)O
 : -0.6%	.
> Cc1ccc(N(C(=O)CNC(=O)c2ccco2)C(C(=O)NC2CCCC2)c2cccnc2)cc1C (stereo not given)
 : 3.3%	.
> CC(/C=C/c1ccco1)=N/NC(=O)CNc1ccccc1C
 : 1.1%	2.9
> Cc1ccc2[nH]c(=O)c(N3CCOCC3)c(-c3ccccc3)c2c1
 : -3.3%	.
> O=C(C/C=N/OCc1ccc(Cl)cc1)c1cnc(-c2ccccc2)s1
 : 3.5%	-4.2
> CC(C)(C)OC(=O)N1CCC(C(=O)N[C@@H](Cc2ccccc2)C(=O)O)(c2ccccc2)CC1
 : -2.5%	.
> COc1ccc(C(=O)NNC(=O)CSc2nnnn2C)cc1
 : 1.4%	-2.8
> CC(C)(C)c1nnc(NC(=O)c2cccs2)s1
 : -1.9%	10.8
> O=C(CCNc1cccc(F)c1)c1cc2ccccc2o1
 : -0.3%	-3.8
> CC(=O)NC1=NN(c2ccccc2)C(=O)C1
 : -5.5%	.
> Cc1cccc(C(=O)N[C@H](C(=O)Nc2cc(S(=O)(=O)N3CCCCC3)ccc2C)C(C)C)c1
 : -5.5%	-8.9
> CC(N=C(NC#N)Nc1ccncc1)C(C)(C)C (stereo not given)
 : 1.1%&5.9%	.
> COc1ccc(OC)c(NC(=O)CCNS(=O)(=O)c2cccs2)c1
 : 3.8%	.
> O=[N+]([O-])c1cccc(CNC2CCCCCC2)c1
 : 2.4%	-14.9
> O=C(NCc1cccs1)C(NS(=O)(=O)c1cccc2nsnc12)c1ccccc1 (stereo not given)
 : 1.6%	-4.4
> CC(C)(CC(=O)O)CC(=O)NNc1ncccc1C#N
 : -0.2%	8.1
> CC1=C(C(=O)Nc2ccccc2)C(c2ccco2)C(C#N)=C(SCC(=O)Nc2cccc(C)c2C)N1 (stereo not given)
 : -1.7%	.
> CCCC[N+]12CCC(CC1)C(=C(c1ccccc1)c1ccccc1)C2
 : 2.7%	10.8
> Cc1nnc(NC(=O)CCCOc2ccccc2)s1
 : 3.3%	-8.3

# This is a subset. The share of hits here may be higher or lower than overall.
